MC4R ag barr: activates human MC4R beta-arrestin recruitment; P32245; U2OS MC4R beta-arrestin complementation, luminescence; percent of melanotan II response, DMSO zero; activation, % at 8.9 µM; hit rate 0.98% among 360,000; AID 540308;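 active = activation above a per-plate cutoff, the mean activation of sample wells on that plate plus 3 SD, cut at about 8% in these data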
Target sequence (P32245 whole entry, looked up): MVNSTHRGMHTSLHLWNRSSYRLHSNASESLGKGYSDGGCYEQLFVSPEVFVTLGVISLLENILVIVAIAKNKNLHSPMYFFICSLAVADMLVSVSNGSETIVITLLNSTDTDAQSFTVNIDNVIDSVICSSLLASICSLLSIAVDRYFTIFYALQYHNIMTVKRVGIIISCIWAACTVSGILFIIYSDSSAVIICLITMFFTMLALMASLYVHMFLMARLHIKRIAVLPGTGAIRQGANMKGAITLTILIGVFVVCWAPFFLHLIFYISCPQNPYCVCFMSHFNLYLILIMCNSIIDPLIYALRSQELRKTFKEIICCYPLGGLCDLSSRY
TLR9-MyD88 inh: inhibitors of human TLR9-MyD88 binding; Q9NR96+Q99836; CHO BLA complementation TLR9-MyD88, CCF4 FRET ratio; inhibition, % at 4.98 µM; hit rate 0.21% among 340,000; AID 504734;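 active = inhibition above the mean over all tested compounds plus 3 SD, cut at about 21% in these data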;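 also: 0% = DMSO only wells and 100% = clavulanate BLA inhibitor control wells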
NR2F2 inh: blocks human COUP-TFII nuclear receptor | P24468 | HEK293T NGFI-A luciferase reporter, luminescence | inhibition, % at 8.6 µM | hit rate 0.7% among 370,000 | AID 686940;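 active = inhibition above a per-plate cutoff, mean inhibition of test wells between control levels plus 3 SD, cut at about 38% in these data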;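 also: cells cotransfected with COUP-TFII expression vector driving the NGFI-A reporter; 0% = median of COUP-TF2 test wells and 100% = reporter-only cells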
Target sequence (P24468 whole entry, looked up): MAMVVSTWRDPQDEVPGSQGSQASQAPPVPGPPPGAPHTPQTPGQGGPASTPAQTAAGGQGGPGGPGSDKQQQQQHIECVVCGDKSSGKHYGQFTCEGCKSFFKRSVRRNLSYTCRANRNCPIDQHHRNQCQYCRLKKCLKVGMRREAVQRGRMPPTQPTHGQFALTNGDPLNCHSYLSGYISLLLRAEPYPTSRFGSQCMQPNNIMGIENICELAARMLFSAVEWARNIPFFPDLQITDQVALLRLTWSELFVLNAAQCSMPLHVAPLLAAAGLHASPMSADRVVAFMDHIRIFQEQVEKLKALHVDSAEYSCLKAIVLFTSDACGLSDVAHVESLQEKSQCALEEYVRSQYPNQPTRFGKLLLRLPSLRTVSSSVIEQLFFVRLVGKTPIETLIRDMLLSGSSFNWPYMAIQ
LRH-1 inv ag: NR5A2 inverse agonism in reporter assay | inhibition, % at 3.6 µM | O00482 | HEK293T StAR-luciferase reporter, LRH-1 transfected, 24 h | hit rate 0.13% among 360,000 | AID 602396;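 active = inhibition above the mean inhibition of all tested compounds plus 3 SD, cut at about 73% in these data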;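 also: 0% = DMSO wells and 100% = reporter-only cells lacking LRH-1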
SRC2 inh: human SRC2 (NCOA2) inhibition. HEK293 GAL4-SRC2 luciferase reporter, luminescence. hit rate 0.17% among 370,000. AID 651957. inhibition, % at 9 µM. Q15596;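 active = inhibition above the mean inhibition of all tested compounds plus 3 SD, set per campaign, cut at about 52% in these data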;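 also: 0% = DMSO treated cells and 100% = cells given Gossypol at 36 µM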
MC4R antag cAMP: blocks human MC4R cAMP signaling | MC4R-expressing cells, MTII-stimulated cAMP, LANCE TR-FRET | hit rate 0.48% among 360,000 | inhibition, % at 6.5 µM | P32245 | AID 540295;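 active = inhibition above its plate's cutoff, the mean of tested wells on that plate plus 3 SD, cut at about 29% in these data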;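 also: 0% = Melanotan II alone and 100% = Melanotan II plus saturating MCL0020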
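System: U2OS cells stably expressing human melanocortin 4 receptor (MC4R). Reagent: Melanotan II challenge after compound preincubation. Doses: 6.5 µM. Times: 30-min compound, 1-h challenge, 1-h detection, room temperature. Measured by: TR-FRET with Eu-cAMP and labeled anti-cAMP, 671 nm. Replicates: singlicate.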
EBV LMP1 NFkB: reduces LMP1-driven NF-kappaB luciferase signal; LMP1-induced NF-kappaB luciferase reporter cells, luminescence; inhibition, % at 12.5 µM; hit rate 0.69% among 350,000; in the data active = inhibition above about 41%;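 also: 0% = neutral control wells and 100% = reference inhibitor control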
NCOA3 inh: inhibitors of human steroid receptor coactivator 3 (SRC3). Q9Y6Q9. HEK293 GAL4-SRC3 luciferase reporter, luminescence. inhibition, % at 3.6 µM. hit rate 0.17% among 360,000. AID 588352;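 active = inhibition above a per-campaign cutoff, the mean of all compounds plus 3 SD, cut at about 60% in these data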;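 also: 0% = DMSO-treated cells and 100% = gossypol-treated cells at 36 µM; higher means less SRC3-driven luciferase light from the GAL4 reporter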
NOD2-RIPK2 inh: blocks binding of human NOD2 to RIPK2; O43353; CHO BLA complementation NOD2-RIPK2, CCF4 ratio; inhibition, % at 4.98 µM; hit rate 0.38% among 360,000; in the data active = inhibition above about 21%;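 also: 0% = vehicle only and 100% = reference blocker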
NCOA1 inh: inhibitors of human steroid receptor coactivator 1 (SRC1). inhibition, % at 3.6 µM. hit rate 0.12% among 360,000. HEK293 GAL4-SRC1 luciferase reporter, luminescence. Q15788;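 active = inhibition above the campaign mean plus 3 SD, with each screening campaign given its own cutoff, cut at about 60% in these data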;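 also: 0% = DMSO treated cells and 100% = gossypol at 36 µM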
ABHD5-PLIN5 inh: blocks binding of human ABHD5 to perilipin-5 | Q00G26+Q8WTS1 | Split G. princeps luciferase complementation, luminescence, 4 h | inhibition, % at 4 µM | hit rate 0.78% among 360,000;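 active = inhibition above the mean inhibition across every tested compound plus 3 SD, cut at about 22% in these data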;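 also: 0% = DMSO only wells and the 100% control is not disclosed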
An asterisk follows results filed as active; x = no result given. This is a subset. The share of hits here may be higher or lower than overall.

structure	NOD2-RIPK2 inh	TLR9-MyD88 inh	ABHD5-PLIN5 inh	EBV LMP1 NFkB	MC4R antag cAMP	LRH-1 inv ag	NR2F2 inh	SRC2 inh	NCOA1 inh	NCOA3 inh	MC4R ag barr
CCCCNC(C(=O)Nc1cccc(S(=O)(=O)N2CCOCC2)c1)c1ccccc1 (configuration not stated)	-7	-4	1	6	-4	-11	-3	31	-11	-12	-0.7
CC1=C/C(=N\NC(=O)c2ccccc2)CC1	-9	2	0	-10	4	-140	-64	-51	-40	-31	0.0
C=C(C)CSc1nc2ncccc2[nH]1	0	6	4	-1	8	-18	5	0	-2	5	1.2
Cc1ccc([N+](=O)[O-])cc1N(CC(=O)Nc1ccc(S(=O)(=O)Nc2cccc(C(F)(F)F)c2)cc1)S(C)(=O)=O	-5	6	21	-54	28	-17	11	47	7	7	-2.1
OC[C@@H]1CN(Cc2cccnc2)C[C@H](n2cnc3c(N4CCCC4)ncnc32)O1	-8	x	-1	x	3	-12	-13	-8	-12	-29	-0.3
COc1ccc2c(CC(=O)N[C@@H](Cc3ccccc3)C(=O)O)cc(=O)oc2c1C	4	8	-9	-1	15	-8	3	5	-11	-4	-1.1
CN(C(=O)CSc1nnc(-c2cccs2)o1)C1CCS(=O)(=O)C1 (configuration not stated)	-8	-2	-6	0	-5	-14	-4	-26	-7	3	0.3
Cc1cccc(-n2ncc3c(N4CCC(C)CC4)ncnc32)c1	7	-1	3	-33	-7	-186	-50	-63	-68	-58	5.7
COCCn1c(-c2ccccc2)nc2oc3ccccc3c(=O)c2c1=O	-6	0	-4	-1	6	10	-23	6	-18	28	-2.1
CC(C)OCCCNC(=O)c1cn(C)c2ccc(S(=O)(=O)N3CCCC3)cc2c1=O	-4	-12	-5	6	1	0	-11	3	2	14	-0.9
OC1CCN(Cc2nc(Cc3ccccc3Cl)no2)CC1	-1	5	2	1	4	0	-3	-39	-8	5	-3.1
OCCN1CCN(C(=S)c2ccc(Cl)c(Cl)c2)CC1	0	-5	-8	-2	4	-21	-8	-7	13	10	0.8
CC(C)COc1ccc(C(=O)CCN2CCCCC2)cc1	-2	9	1	-1	12	11	6	5	-9	-9	-1.8
CN(C)CCNc1ncnc2c1ncn2[C@H]1CN(Cc2ccc(-c3ccccc3)cc2)C[C@@H](CO)O1	-5	x	-3	x	10	3	6	-17	7	-12	-0.3
CC(=O)c1c(-c2ccc(Cl)cc2Cl)noc1C	5	-6	-4	-15	3	0	-5	-21	8	16	-0.5
CC1(C(=O)NS(=O)(=O)c2ccccc2C(F)(F)F)CCN1C(=O)CCc1ccccc1 (configuration not stated)	-11	x	6	x	11	-11	6	-21	-8	-17	1.4
O=[N+]([O-])c1ccc(-n2ccnc2)cc1	-14	0	6	7	4	14	12	7	-9	17	-1.6
COC(=O)C(C(=O)OC)c1ncc(C(F)(F)F)cc1Cl	-4	-3	-3	-3	9	5	-4	6	3	15	-0.8
Cc1ccc(CNC(=O)COC(=O)c2ccc(S(=O)(=O)N3CCOCC3)cc2)cc1	9	8	9	2	5	2	10	2	-19	8	-1.2
CCN(CC)CC(=O)c1c(N)n(Cc2ccccc2)c(=O)n(C)c1=O	-3	3	6	-6	-2	1	-1	8	7	4	-0.2
CCCC(=O)Nc1cc(OC)c(NC(=O)NC2CCCCC2)cc1OC	-3	-5	-3	-6	5	10	-29	-19	-4	-5	-2.1
Cc1cc(N2CCOCC2)nc2ccc(NC(=S)NCCN(C)C)cc12	4	-7	-1	11	4	-5	6	-17	-12	-2	-0.8
COc1ccc(OC)c(NC(=O)NCc2cccnc2)c1	-11	-7	7	-5	-5	1	-7	0	-14	-4	1.2
O=C1CC(C(=O)Nc2ccc(C(=O)N3CCOCC3)cc2)C2(CCCCC2)O1 (configuration not stated)	9	-14	2	-4	2	6	10	-38	-3	18	0.7
CC(C)CC(=O)NC(=S)Nc1ccccc1F	-12	5	-6	-10	1	-40	-3	-37	0	-11	-3.5

structure	NOD2-RIPK2 inh	TLR9-MyD88 inh	ABHD5-PLIN5 inh	EBV LMP1 NFkB	MC4R antag cAMP	LRH-1 inv ag	NR2F2 inh	SRC2 inh	NCOA1 inh	NCOA3 inh	MC4R ag barr
Cc1ccsc1/C=N/n1cnc2sc(C)c(C)c2c1=O	-10	0	11	-16	-3	-7	-35	-30	-68	-24	0.8
C[C@H](CO)N1C[C@H](C)[C@@H](CN(C)S(=O)(=O)c2ccccc2)Oc2ccc(NC(=O)C3CC3)cc2C1=O	5	-8	7	9	4	16	4	31	-21	1	0.7
CCOC(=O)c1ccc(NCc2nc3ccccc3[nH]2)cc1	12	4	-1	-13	-3	-108	-52	-26	-65	-44	0.6
CCCCCCCCN1C(=O)[C@H](CC(=O)N2CCCC2)C[C@@]2(C(=O)OCC)CCCC=C12	-2	x	7	x	x	20	33	4	x	x	x
COC(=O)C1=C(N)OC2=C(C(=O)CCC2)C1c1ccc2c(c1)OCO2 (configuration not stated)	-5	-32	17	9	1	20	-15	-43	-8	13	-0.6
Cc1cc(C)c(C)c(S(=O)(=O)NCc2ccc(C(=O)N3CCCCC3)cc2)c1C	-2	-1	0	2	18	8	10	-17	-4	7	-0.2
COc1ccc(Cl)cc1NC(=S)Nc1ccccc1C	6	-6	5	-8	29*	0	-3	18	-9	5	0.1
Cc1cccc(C(=O)N2CCN(Cc3nc4sc5c(c4c(=O)[nH]3)CCCC5)CC2)c1	-11	-7	-2	4	10	-23	3	22	2	11	0.7
CSc1cccc(NC(=O)CN(C)S(=O)(=O)c2ccccc2)c1	-3	-2	2	-5	7	-23	-12	-16	-16	-5	-0.3
O=C1C2C3C=CC(C4CC34)C2C(=O)N1/N=C/c1ccc(-c2ccc([N+](=O)[O-])cc2)o1 (configuration not stated)	5	5	-1	-3	5	16	1	-17	-15	6	-1.6
CCCCCn1c(=O)c(F)cn(Cc2ccc(OC)c([N+](=O)[O-])c2)c1=O	0	-1	-1	-2	9	-2	9	-16	-7	0	0.1
O=[N+]([O-])c1ccc(/C=N/NC(=S)Nc2ccccc2)o1	4	17	1	-6	0	39	24	-10	-2	-8	-0.1
COc1cccc(OCc2cc(C(=O)N(C)Cc3nccn3C)no2)c1	-8	5	-5	-24	8	-67	-48	-44	-47	-67	-2.3
CCc1noc(C)c1C(=O)N1CC(C)OC(C)C1 (configuration not stated)	-11	-20	7	5	15	-5	16	-6	5	-1	-0.9
Cc1cccc(C)c1OC(=O)CSc1nnc(-c2ccccc2O)o1	-20	1	5	1	3	2	0	-9	-2	21	54*
O=C(CSc1ccc2nnc(-c3cccnc3)n2n1)c1ccccc1	-3	-5	11	0	-5	14	10	3	4	27	3.6
Nc1cc(N)nc(SCC(=O)Nc2ccc3c(c2)OCCCO3)n1	-14	-10	15	-5	-5	-9	1	-7	-26	15	1.7
CCOc1ccc2nc(NC(=O)c3ccccn3)sc2c1	6	2	4	57*	-3	-97	6	-56	-109	-69	-2.3
CCN(C(=O)COC(=O)/C=C/c1ccc(OC)c(OC)c1)c1c(N)n(Cc2ccccc2)c(=O)[nH]c1=O	0	-6	1	-1	10	-13	-4	15	-1	-10	-2.1
CCCC(=O)Nc1cc(C(=O)O)ccc1Sc1ccc(C)cc1	0	0	0	2	2	-20	-15	-17	3	19	-2.7
CCOC(=O)C1(C(F)(F)F)N=C(C(F)(F)F)Nc2ccc(F)cc21 (configuration not stated)	9	8	-6	6	1	4	-5	9	-2	9	-1.8
Cc1c(NC2(C#N)CCCCC2)c(=O)n(-c2ccccc2)n1C	-12	-6	9	0	-4	19	8	2	13	19	-2.0
CC(C)(C)NC(=O)CN(C(=O)C1(C)CC(=O)N=C2C=CC=CN21)C1CCCC1 (configuration not stated)	1	1	12	-5	10	2	18	3	-12	14	-0.8
CC(=O)NCCOC(=O)Nc1sc(=S)n(C)c1C	2	-1	-1	-2	3	11	-3	-7	-6	3	-2.1
COc1cccc(C(CNC(=O)C2CCN(C(=O)Nc3ccccc3)CC2)N(C)C)c1 (configuration not stated)	-9	-4	10	-19	-5	-32	-2	-42	-4	-25	-0.2

structure	NOD2-RIPK2 inh	TLR9-MyD88 inh	ABHD5-PLIN5 inh	EBV LMP1 NFkB	MC4R antag cAMP	LRH-1 inv ag	NR2F2 inh	SRC2 inh	NCOA1 inh	NCOA3 inh	MC4R ag barr
Cc1cc(Br)ccc1OCCCCN1CCCCC1	2	-6	7	-3	3	-29	1	10	3	14	0.0
Cc1cc(S(=O)(=O)n2cnc3ccccc32)c(C)cc1Cl	-2	8	2	8	2	2	11	-12	8	4	-2.2
O=C(C[C@H]1C/C=C\C[C@H](Cc2ccc(F)cc2)C(=O)O[C@@H](c2ccccc2)CNC1=O)N[C@@H](CO)Cc1ccccc1	5	-11	3	-1	10	23	-12	-18	-17	-14	-1.8
Cc1cccc(N/N=C(\C(N)=O)C2=NC(C)(C)Cc3ccccc32)c1	-2	8	-6	-34	-5	-29	6	-10	-23	-46	1.5
CC(Oc1cccc(Cl)c1)C(=O)Nc1cc(S(=O)(=O)N2CCOCC2)ccc1N1CCCC1 (configuration not stated)	4	16	7	-5	5	-14	9	-28	-9	7	1.1
COc1ccc(N=C2S/C(=C\c3ccc(N4CCOCC4)o3)C(=O)N2CCc2c[nH]c3ccccc23)cc1	33*	0	72*	16	14	18	x	x	-10	24	3.3
CNc1nc(OC)nc(N2CCOCC2)n1	5	-10	-4	6	2	12	11	-17	4	9	-1.5
CC[C@]12c3[nH]c4cc(CCC(=O)N(C)C)ccc4c3CCN1C(=O)[C@@H](CC(=O)NCCCOC)C[C@@H]2C(=O)N1CCN(C(=O)c2ccco2)CC1	4	-4	1	0	2	3	-4	20	-10	3	-1.5
CC1(C)CC(=O)C(Sc2nnc(-c3ccc(O)cc3)n2CC2CCCO2)C(=O)C1 (configuration not stated)	-1	3	5	-1	17	-3	3	-1	-22	18	1.0
Cc1cc(C)c(C)c(S(=O)(=O)N2CCC(C(=O)OCC(=O)NC3CCS(=O)(=O)C3)CC2)c1C (configuration not stated)	-7	-4	3	-2	3	4	9	-2	-4	8	-0.3
CCn1ccnc1CN(C)C(=O)c1ccc(OC2CCN(CCc3ccccc3)CC2)cc1	-11	-2	13	2	-8	16	16	15	9	16	1.0
O=C(NNC1CC(=O)N(c2ccc(Br)cc2)C1=O)c1ccco1 (configuration not stated)	-8	15	4	-7	4	-27	-10	-12	-12	8	-0.7
O=C(O)CCCN=Cc1c(O)c2ccccc2oc1=O	-7	x	5	3	-4	-11	-9	-7	-35	-7	-0.2
CC(=O)NC(=S)Nc1ccc(NC(=O)COc2ccc(C(C)C)cc2)cc1	3	12	0	-11	11	16	8	11	-10	13	1.1
Cc1ccc(OCCCC(=O)Nc2ccccc2C(F)(F)F)cc1	4	4	0	-3	-1	-1	9	1	-11	-3	-0.6

Source: PubChem (several laboratories)
